K1F lysis inhibition = inhibition of K1F phage lysis, E. coli UTI89, bacterial capsule biogenesis inhibitors, alamar blue (AID 488966); 0.02% of 340,000 active; E. coli UTI89 K1F phage lysis, alamar blue, 2 h; higher % means a stronger effect; one-dose inhibition, % at 100 µM; IC50 in µM for titrated hits;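 active = phage lysis inhibition, versus mean bacterial control, above a set limit; inconclusive = no clear call, values can overlap the other calls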;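 also: capsule biogenesis inhibitors block K1F phage lysis so surviving cells raise fluorescence; higher fluorescence means more inhibition of phage lysis; actives were called in the ten point dose series up to 300 µM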
West Nile virus CPE = West Nile virus antiviral activity, cell-based, CPE readout (AID 1621) | 0.02% of 290,000 active | one-dose CPE inhibition, % at 10 µM; IC50 in µM for titrated hits | West Nile virus-infected cells, CPE inhibition; higher % means a stronger effect; in the data active = a potency from the dose series; inconclusive = CPE inhibition mostly from about 3.7% at the one dose, without a potency; inactive = the rest, 99 in 100 with CPE inhibition below about 2.2%; also: strong numbers were not always called active
TNAP activation fold = human TNAP enzyme activators, primary screen, biochemical, luminescent, no phosphate acceptor, uHTS (AID 1001) | Alkaline phosphatase, tissue-nonspecific isozyme (Homo sapiens) | purified TNAP, luminescent activation assay, no phosphate acceptor; higher activation fold means a stronger effect | one-dose activation fold at 20 µM; EC50 in µM for titrated hits | 0.03% of 200,000 active; in the data active = activation fold from about 3, or a potency from the dose series; inactive = the rest, 99 in 100 with activation fold below about 1.6; also: many of its hits are not listed in these tables
PMI inhibitors = inhibitors of human PMI, primary screen, biochemical, fluorescence intensity, coupled assay (AID 1209). inhibition, % at 20 µM; hits with a dose series show IC50 in µM. purified PMI enzyme, coupled fluorescence intensity; higher % means a stronger effect. 0.42% of 190,000 active. Mannose-6-phosphate isomerase (Homo sapiens);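 also: plate controls were DMSO vehicle for no effect and wells lacking substrate for full effect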
human PMI inhibitors = human PMI inhibitors, high substrate, primary screen, biochemical, fluorescence intensity, high mannose 6-phosphate (AID 1220); recombinant PMI enzyme, coupled fluorescence intensity; higher % means a stronger effect; one-dose inhibition, % at 20 µM; IC50 in µM for titrated hits; 0.66% of 190,000 active
M17LAP inhibition = P. falciparum M17LAP inhibitors, primary screen, biochemical, fluorogenic H-Leu-NHMec substrate, 1536-well (AID 1619); Leucine aminopeptidase (Plasmodium falciparum (isolate 3D7)); recombinant M17LAP, H-Leu-NHMec fluorogenic kinetic assay; higher % means a stronger effect; 0.38% of 220,000 active; one-dose inhibition, % at 30 µM; IC50 in µM for titrated hits;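 active = compound inhibiting the enzyme by more than half at any dose during confirmatory dose-response retesting; inconclusive = strong single-dose inhibitors picked by rank but not retested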;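 also: plate controls were full reaction with DMSO carrier for no effect and no enzyme background for full effect; strong numbers were not always called active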
P. falciparum M1AAP = P. falciparum M1AAP inhibitors, biochemical, fluorogenic H-Leu-NHMec substrate, 1536-well (AID 1445). recombinant M1AAP, H-Leu-NHMec fluorogenic kinetic assay; higher % means a stronger effect. Aminopeptidase N (Plasmodium falciparum (isolate 3D7)). one-dose inhibition, % at 30 µM; IC50 in µM for titrated hits. 0.42% of 220,000 active;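 active = primary inhibition above the hit cutoff, then over 50% inhibition at one or more dose response concentrations, cut at about 23% in these data, passing the limit was not always enough; inconclusive = conflicting primary data, or primary hits not chosen for dose response; inactive = low primary inhibition, or under 50% at every dose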;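 also: plate controls were DMSO full reaction for no effect and no enzyme background for full effect; strong numbers were not always called active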
T cell HTS = modulators of CD8 T cell-vesicle binding, primary screen, mouse 2C CD8+ T cells, flow cytometry; 2C CD8+ T cell-vesicle binding; active compounds read low; 0.068% of 330,000 active; calls only at 7 µM; AID 2052, 2009;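 active = response, share of CD8 T cells binding vesicles, and their 90th percentile fluorescence all below set limits, cut at about 80% in these data, passing the limit was not always enough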
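Material: murine 2C transgenic CD8+ T lymphocytes / Also added: QL9-peptide-loaded Drosophila micro-vesicles bearing Ld, ICAM-1 and B7-1 / Schedule: binding step 1.5 h, 37 °C, antibody labelling 20 min, ice / Signal: flow cytometry, PE anti-B7-1 (FL2) versus Alexa647 anti-CD8 (FL8), PFA-fixed / Evaluation: percent CD8+ FL2 mean versus row control / Benchmarks: naked versus QL9-loaded vesicles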
RSV CPE inhibition = RSV antiviral activity via CPE protection, HEp-2 cells, primary 10 µM value included (AID 2391); 0.13% of 310,000 active; one-dose CPE inhibition, % at 10 µM; IC50 in µM for titrated hits; HEp-2 cells, RSV-induced CPE inhibition; higher % means a stronger effect; in the data active = a potency from the dose series; inconclusive = CPE inhibition mostly from about 23% at the one dose, without a potency; inactive = the rest, 99 in 100 with CPE inhibition below about 21%; also: strong numbers were not always called active
T cell HTS vesicle-bound % = recorded beside T cell HTS, whose call it bears; double positive events, %; measured here: CD8+ vesicle-bound cell fraction;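 binding gate set so that unloaded-vesicle control wells show 10% double positive cells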
* = called active by the depositor; i = inactive; ? = inconclusive; · = no result given; [ ] = remark or other dose. Rule as the data show it, unless noted: active = inhibition above about 50%; inactive = the rest.

item | Molecule | K1F lysis inhibition | West Nile virus CPE | TNAP activation fold | PMI inhibitors | human PMI inhibitors | M17LAP inhibition | P. falciparum M1AAP | T cell HTS | T cell HTS vesicle-bound % | RSV CPE inhibition
1 | COc1cc(/C=C2/CCC/C(=C\c3cc(O)c(OC)c(Cl)c3)C2=O)cc(Cl)c1O | -0.3% | 0.4% | 0.5 | 13% | 36% | 6% | 19% | i | 8 | -3.5%
2 | Fc1ccccc1-c1nc(-c2ccc(Br)o2)no1 | 0.0% | 0.3% | · | · | · | · | · | i | 14 | 0.8%
3 | O=C(CCc1nc2ccccc2s1)Nc1ccccc1 | -0.3% | -0.6% | 1.1 | 11% | 12% | -7% | -2% | i | 40 | 2.2%
4 | O=C(N/N=C/c1ccc2c(c1)OCO2)c1sc2cccc(Cl)c2c1Cl | 1.1% | 0.1% | 1 | 12% | 13% | -6% | -4% | i | 20 | 15%
5 | CCC(=O)N1CCc2cc(OC)c(OC)cc2C1COc1ccc(F)cc1 (stereo not drawn) | 0.2% | -1.2% | · | · | · | · | · | i | 42 | 1.4%
6 | Cc1ccc(S(=O)(=O)N2CCN(C(=O)CCC(=O)NCCc3ccc(F)cc3)CC2)cc1 | -0.1% | -0.4% | 1.1 | 1% | -4% | -4% | -8% | i | 66 | -1.5%
7 | COCCN(CC(=O)Nc1ccc(F)cc1)S(=O)(=O)c1ccc(S(=O)(=O)N2CCCC2)cc1 | 4.2% | -1.7% | 1 | 7% | 8% | -5% | 9% | i | 45 | 0.3%
8 | COc1cccc2c(=O)n(CC(=O)N3CCCCC3)ccc12 | -0.7% | -0.1% | 1 | 15% | 12% | 33% | 0% | i | 30 | 4.7%
9 | COc1ccc2c(c1)O[C@@H](c1ccc3c(c1)OCO3)[C@H](OC(=O)Nc1cc(OC)c(OC)c(OC)c1)C2=O | · | ? | 1 | 11% | 33% | 2% | 7% | · | · | ·
10 | Cc1cc(NN)nc(NS(=O)(=O)c2ccccc2Cl)n1 | 1.7% | 0.6% | 1.2 | 15% | 12% | 4% | 4% | i | 30 | 1.0%
11 | COc1ccc(N=Nc2nc3ccc(Br)cc3n2C)cc1 | -0.1% | · | 0.9 | -38% | -121% | 15% | 5% | i | 21 | 5.3%
12 | COC(=O)c1ccc(/C=N/NC(=O)c2ccccc2Cl)cc1 | 3.0% | 0.1% | 0.9 | 15% | 2% | 12% | 13% | i | 25 | 4.2%
13 | Cn1c(=O)c2c(SCc3ccccn3)nc(CC(C)(C)C)nc2n(C)c1=O | -0.4% | -0.4% | 1.1 | 16% | 13% | -4% | 13% | i | 38 | 0.1%
14 | Cc1ccccc1Cn1nc(C)c(NC(=O)C(F)(F)F)c1C | 1.0%[50 µM] | 0.1% | 1.1 | -1% | -4% | 22% | 4% | i | 4 | 0.7%
15 | CCOC(=O)N1CCN(C(=O)COc2ccc(Cl)c(C)c2)CC1 | -0.7% | -0.5% | 1 | 7% | 0% | 10% | -1% | i | 33 | 0.9%
16 | Cc1sc2ncnc(NCc3cccnc3)c2c1C | 0.0% | -1.6% | 1.1 | 2% | -1% | -3% | -4% | i | 11 | 3.3%
17 | Cc1nn(CC(=O)N2CCCc3ccccc32)c(C)c1[N+](=O)[O-] | 1.6% | -0.1% | 1.1 | 5% | -2% | -16% | 7% | i | 39 | 0.6%
18 | COc1ccc(N=C2S/C(=C\c3ccc(OC(C)C(=O)O)c(OC)c3)C(=O)N2CCc2c[nH]c3ccccc23)cc1 (stereo not drawn) | -0.8% | ? | 1 | 26% | 32% | 28% | 32% | · | · | ·
19 | CN(CC1CCOCC1)C(=O)CC1C(=O)NCCN1Cc1ccc(F)c(F)c1 (stereo not drawn) | -0.1% | -0.1% | · | · | · | · | · | i | 12 | 1.4%
20 | O=C(c1cc([N+](=O)[O-])ccc1N1CCOCC1)N1CCCCC1 | 6.9% | -0.7% | 1.1 | -8% | -4% | 17% | 5% | i | 28 | 1.5%
21 | COc1ccc(N(CC(=O)Nc2ccc(C)cn2)S(=O)(=O)c2c(C)noc2C)cc1 | 0.0% | -0.6% | 1 | 0% | 13% | 9% | 8% | i | 32 | -0.2%
22 | COCCNC(=O)c1ccc(C)c(NC(=O)C2=C(C)OCCS2)c1 | -0.1% | 1.0% | · | · | · | · | · | i | 12 | 4.5%
23 | O=C(CCC(=O)N1CCN(C2CCCC2)CC1)Nc1nnc(C(F)(F)F)s1 | 1.6% | -0.4% | 1 | 1% | 7% | 16% | 3% | i | 46 | 1.1%
24 | Cc1cc(C)c(S(=O)(=O)N(C)c2ccccc2)c(C)c1 | -0.1% | · | 1.1 | 10% | 8% | 1% | -1% | i | 41 | 5.9%
25 | CCC1CCCCN1C(=O)CCS(=O)(=O)c1ccc2c(c1)CCN2C(C)=O (stereo not drawn) | 0.3% | -0.2% | · | · | · | · | · | i | 24 | 0.2%
26 | CCN(CC)S(=O)(=O)c1ccc(C(=O)N2CCN(c3ncccn3)CC2)cc1 | 0.1% | -0.9% | · | · | · | · | · | i | 19 | 0.1%
27 | Cc1ccc(C(=O)COC(=O)c2ccc(O)cc2)cc1 | 0.3% | 1.1% | 1 | 1% | 6% | -7% | 7% | i | 52 | 2.2%
28 | c1coc(-c2nnc3sc(C4CCCCC4)nn23)c1 | -0.2% | 0.9% | 1 | 0% | 0% | 9% | 3% | i | 26 | 0.9%
29 | CN(Cc1ccncc1)C1CC(=O)N(c2ccc(F)cc2)C1=O (stereo not drawn) | 0.2% | -0.3% | 1 | 1% | 0% | -2% | -5% | i | 42 | -0.3%
30 | COc1ccc(CCC(=O)N2c3ccccc3CC2C)cc1 (stereo not drawn) | 7.8% | 0.1% | 1.1 | 12% | 14% | -7% | 2% | i | 15 | 13%
31 | CC(=O)[C@@]1(O)CC[C@H]2[C@@H]3CCC4=CC(=O)CC[C@]4(C)[C@H]3[C@@H](O)C[C@@]21C | -4.0% | 0.3% | 1.1 | -4% | -11% | 5% | -1% | i | 21 | -1.3%
32 | O=C(NCCCN1CCOCC1)/C(=C/c1cccnc1)NC(=O)c1ccccc1 | 0.0% | 0.0% | 1.1 | 11% | 10% | 1% | -3% | i | 52 | 1.2%
33 | Cc1ccc(/C=C2\SC(=S)N(CCCC(=O)N3CCOCC3)C2=O)cc1 | 0.9%[50 µM] | 2.1% | · | · | · | · | · | i | 63 | 13%
34 | COC(=O)[C@H]1Cc2cnoc2C[C@]1(C)C(=O)O | -0.1% | 0.2% | 1.1 | -9% | -12% | 2% | 5% | i | 58 | 0.6%
35 | Cc1nn(Cc2ccccc2Cl)c(C)c1NC(=O)C1C2CCC(O2)C1C(=O)O (stereo not drawn) | 7.2% | 0.2% | 1 | 6% | 2% | -3% | 8% | · | · | ·
36 | CC(C)C[C@H](NC(=O)OC(C)(C)C)C(=O)N[C@@H](CO)[C@H](O)[C@@H]1C[C@@H]1C(=O)NC1CCCCC1 | -0.8% | -0.1% | · | · | · | · | · | i | 10 | -1.2%
37 | Cc1ccc(NC(=O)CN2C(=O)NC3(CCc4ccccc43)C2=O)cc1Cl (stereo not drawn) | 0.1% | -0.2% | 1 | 12% | 4% | 3% | 2% | i | 48 | 21%
38 | Cc1cc(C)c(Cn2c3ccccc3c3cnn(CC(=O)NCCN4CCOCC4)c(=O)c32)c(C)c1 | -0.4% | 0.1% | · | · | · | · | · | i | 8 | -1.8%
39 | O=C(c1cnccn1)N(Cc1ccco1)C1(C(=O)NC2CCCCC2)CCCCC1 | 0.3% | -0.4% | 0.9 | -3% | -4% | 8% | 10% | i | 22 | 0.3%
40 | CC(C(=O)NCc1ccccc1)N1CCN(c2ccc(F)cc2)CC1 (stereo not drawn) | -0.1% | -1.1% | · | · | · | · | · | i | 55 | 0.6%
41 | O=C(NCc1ccc(F)cc1)c1cc(-c2ccco2)on1 | 6.6% | 0.5% | 1 | 19% | 21% | 3% | -5% | i | 7 | -2.1%
42 | CCOc1ccc(N(CC(=O)NCc2ccc(F)cc2)C(=O)c2snc(C(N)=O)c2N)cc1 | -0.2% | -0.6% | · | · | · | · | · | i | 44 | 3.7%
43 | CN(CC(=O)Nc1ccccc1C(F)(F)F)C(=O)Cc1ccccc1F | 0.4% | -0.7% | · | · | · | · | · | i | 29 | 0.4%
44 | CC(NC(=O)c1ccc2ccccc2n1)c1ccccc1 (stereo not drawn) | 0.0% | 2.4% | · | · | · | · | · | i | 51 | 8.5%
45 | CN1CCN(CCCc2c3c(cc4c2CCC4)CCC3)CC1 | 1.8%[50 µM] | -0.4% | 1 | -22% | -17% | 8% | 6% | i | 41 | -0.7%
46 | Cc1cc2oc(C(=O)NC3CCS(=O)(=O)C3)c(C)c2cc1C (stereo not drawn) | 0.5%[50 µM] | -0.2% | 1.1 | 13% | 9% | 1% | 1% | i | 31 | 4.6%
47 | O=C1CCCC2=C1C(c1cccc(O)c1)C1=C(N2)c2ccccc2C1=O (stereo not drawn) | 0.6% | -0.1% | 1 | -11% | 5% | 5% | 8% | i | 21 | 1.6%
48 | CCN(CC(=O)NC(c1ccccc1)c1ccccc1)Cc1nc2ccccc2c(=O)[nH]1 | -0.7% | -0.5% | 1.7 | -6% | 1% | 22% | 10% | i | 30 | -0.5%
49 | O=C(c1ccccc1)N1CCCC(C(=O)N2CCc3ccccc3C2)C1 (stereo not drawn) | 0.1% | 0.1% | 1 | -2% | -2% | 10% | 4% | i | 19 | -0.8%
50 | Cc1ccc(Cl)cc1S(=O)(=O)N1CCC(C(=O)NC2CCN(Cc3ccccc3)CC2)CC1 | 0.2% | -1.1% | · | · | · | · | · | i | 10 | 10%
51 | O=C(Cc1cc(=O)[nH]c(=O)[nH]1)NCc1ccc(Cl)cc1 | 0.8% | · | 1.1 | 8% | 7% | 3% | 9% | i | 30 | 0.7%
52 | Fc1cccc(-c2nn[nH]n2)c1 | 0.5% | 0.2% | 1 | -15% | -8% | -28% | -4% | i | 32 | 2.5%
